TCR CD3 inh: inhibitors of human TCR-CD3 interaction, primary screen, biochemical, fluorescence, TAMRA-labeled TCR probe. inhibition, % at 9.4 µM. hit rate 0.37% among 360,000; in the data active = inhibition above about 19%;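 also: recombinant mutant TCR 2C K166C tagged with TAMRA read by polarization; 0% = receptor in buffer alone and 100% = receptor with positive control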
PRMT1 inh: PRMT1 methyltransferase inhibitors, primary screen, biochemical, fluorescence polarization; hit rate 1.3% among 370,000; inhibition, % at 2.79 µM; recombinant PRMT1, activity-based probe fluorescence polarization; Protein arginine N-methyltransferase 1 (Homo sapiens), Q99873; AID 652257, 2013;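 active = inhibition above about 21% made by adding two undisclosed values, limit read from the data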
HTRA1 inhibitor: HTRA1 serine protease inhibitors, primary screen, biochemical, fluorescence polarization, HTS | Q92743 | hit rate 0.5% among 340,000 | AID 504803, 2011 | inhibition, % at 5.96 µM | recombinant HTRA1, FP-rhodamine activity-based probe; in the data active = inhibition above about 36%;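 also: 0% = enzyme with DMSO and 100% = wells lacking enzyme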
Target sequence (Q92743 whole entry, looked up): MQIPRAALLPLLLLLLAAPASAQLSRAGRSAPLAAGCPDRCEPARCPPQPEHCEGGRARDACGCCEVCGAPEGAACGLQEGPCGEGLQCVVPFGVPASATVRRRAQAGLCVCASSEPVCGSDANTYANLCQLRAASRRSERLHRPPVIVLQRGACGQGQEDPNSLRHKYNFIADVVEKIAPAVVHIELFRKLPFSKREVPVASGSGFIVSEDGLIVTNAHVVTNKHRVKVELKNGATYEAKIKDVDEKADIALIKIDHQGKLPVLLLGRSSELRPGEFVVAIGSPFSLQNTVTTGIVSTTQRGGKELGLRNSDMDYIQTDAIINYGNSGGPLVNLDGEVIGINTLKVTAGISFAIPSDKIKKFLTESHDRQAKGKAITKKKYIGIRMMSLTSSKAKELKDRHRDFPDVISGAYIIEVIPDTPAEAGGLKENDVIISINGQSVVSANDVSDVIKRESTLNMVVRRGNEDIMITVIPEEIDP
LEDGF integ inh: blockers of LEDGF/p75-dependent integrase strand transfer – biochemical, TR-FRET, high throughput, primary screen | AID 743269, 2014 | inhibition, % at 3.7 µM | hit rate 0.64% among 370,000 | TR-FRET IN-LEDGF/p75 DNA integration, Eu/Cy5 | HIV-1 integrase (with human LEDGF/p75);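 active = inhibition above the screen-wide mean plus 3 SD, cut at about 13% in these data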;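 also: signal is the Cy5 over europium emission ratio at 671 and 618 nm; 0% = plate median of compound wells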
TDP2 inh: human TDP2 enzyme inhibitors, primary screen, biochemical, epi absorbance, recombinant enzyme | Tyrosyl-DNA phosphodiesterase 2 (Homo sapiens), O95551 | T5PNP hydrolysis, p-nitrophenol absorbance 415 nm | inhibition, % at 12.8 µM | hit rate 0.34% among 370,000 | AID 720702, 2013;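 active = inhibition above the mean of all tested compounds plus 3 SD, set per campaign, cut at about 25% in these data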;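 also: 0% = DMSO with enzyme and 100% = buffer with substrate but no TDP2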
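Evaluation: % inhibition relative to enzyme-containing and enzyme-free wells. Material: recombinant human TDP2. Benchmarks: enzyme-free and DMSO wells. Timing: enzyme reaction with compound for 2 h at 37 °C. Compound dosing: 12.8 µM only. Measured by: p-Nitrophenol epi absorbance. Reagent: T5PNP substrate at 5 mM, a TopII-DNA adduct mimic. Replication: single well per compound.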
Tn7 DDE FP: inhibitors of Tn7 peptide binding to fibrin DD(E), primary screen, biochemical, fluorescence polarization, human fibrin, Tn7 probe; FP displacement of FITC-Tn7 peptide from fibrin DD(E); 0% = median of compound wells per plate; inhibition, % at 8.3 µM; hit rate 0.13% among 370,000;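 active = inhibition above the mean of compounds falling within the control limits plus 3 SD of them, cut at about 14% in these data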;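 also: 0% = plate median of compound wells and 100% = 10 µM Aha-Tn7 peptide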
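System: human fibrin DD(E); quantity: Fibrin-DD(E) at 2 µM final; also added: fluorescent Tn7 probe at 0.1 µM; compound dosing: single nominal test concentration of 8.3 µM per compound; schedule: 10 min preincubation, 3 h with tracer, room temperature; detection: fluorescence polarization of the labelled Tn7 tracer; repeats: one replicate per compound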
SIAE primary: human SIAE inhibitors, primary screen, biochemical, fluorescence polarization, FP-Rh probe, 1536-well HTS; Sialate O-acetylesterase (Homo sapiens), Q9HAT2; SIAE FP-Rh probe binding; inhibition, % at 9.66 µM; hit rate 0.69% among 370,000;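 active = inhibition above a cutoff: mean of compounds within the control limits plus 3 SD of those, cut at about 17% in these data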;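 also: 0% = plate median of compound wells and 100% = probe without SIAE protein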
Target sequence (Q9HAT2 whole entry, looked up): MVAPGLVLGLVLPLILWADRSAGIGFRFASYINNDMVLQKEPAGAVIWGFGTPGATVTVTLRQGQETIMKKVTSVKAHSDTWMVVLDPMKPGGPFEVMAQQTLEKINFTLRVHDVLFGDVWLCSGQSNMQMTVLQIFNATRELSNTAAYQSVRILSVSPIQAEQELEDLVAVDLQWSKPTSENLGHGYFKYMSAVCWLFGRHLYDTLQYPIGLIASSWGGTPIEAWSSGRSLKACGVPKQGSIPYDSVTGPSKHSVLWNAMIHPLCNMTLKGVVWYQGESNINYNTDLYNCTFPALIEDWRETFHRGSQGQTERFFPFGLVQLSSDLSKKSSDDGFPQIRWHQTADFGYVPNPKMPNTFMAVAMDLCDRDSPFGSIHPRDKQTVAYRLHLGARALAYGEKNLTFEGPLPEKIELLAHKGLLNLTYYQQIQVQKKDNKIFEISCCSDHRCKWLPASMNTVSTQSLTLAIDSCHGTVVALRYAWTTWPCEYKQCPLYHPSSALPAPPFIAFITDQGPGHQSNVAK
UHRF1 binding: UHRF1 methylated DNA binding inhibitors, primary screen, counter-screen for MBD2 inhibitor project, biochemical, TR-FRET, human UHRF1, single concentration; inhibition, % at 4.4 µM; E3 ubiquitin-protein ligase UHRF1 (Homo sapiens), Q96T88; hit rate 0.75% among 370,000; UHRF1 binding to methylated oligo; in the data active = inhibition above about 21%;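 also: UHRF1 SRA domain binding a hemimethylated CpG hairpin DNA probe; 0% = median of test compound wells and 100% = reference inhibitor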
PG9 Ab binder: binders of HIV-1 gp120 antibody PG9, primary screen, biochemical, TR-FRET; HIV-1 gp120 / PG9 antibody interaction; TR-FRET gp120-PG9 antibody binding; inhibition, % at 6.7 µM; hit rate 0.43% among 360,000; in the data active = inhibition above about 8.5%
mABHD4 FP: ABHD4 inhibitors, primary screen, biochemical, fluorescence polarization, mouse | purified mABHD4, FP-Rh probe fluorescence polarization | inhibition, % at 8.92 µM | hit rate 0.54% among 370,000 | AID 720543, 2013;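 active = inhibition exceeding the mean over every tested compound plus 3 SD, cut at about 30% in these data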;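 also: 0% = plate median of compound wells and 100% = S159A mutant with DMSO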
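Test system: mABHD4 protein; Read-out basis: % inhibition; Incubation: 45 min + 60 min at 25 °C; Repeats: single replicate; Technique: fluorescence polarization with parallel and perpendicular emission, 525/598 nm; Compound: 8.92 µM, single dose; Benchmarks: full inhibition S159A mutant plus DMSO, zero as sample-well median.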
* hit, by the source's call.

Results for COc1ccc(C(C(=O)NC2CCCCC2)N(C(=O)CCl)c2cccc(Cl)c2)cc1 (centres undefined) ?
TCR CD3 inh: 1; PRMT1 inh: 2; HTRA1 inhibitor: 7; LEDGF integ inh: 0; TDP2 inh: -3; Tn7 DDE FP: 3; SIAE primary: 2; UHRF1 binding: 3; PG9 Ab binder: 0.8; mABHD4 FP: 1

What do the screens show for `Nc1nc2c(ncn2[C@@H]2O[C@H](CNCc3cnc(N4CCOCC4)nc3)[C@@H](O)[C@H]2O)c(=O)[nH]1`?
TCR CD3 inh: -1; PRMT1 inh: -4; LEDGF integ inh: 2; TDP2 inh: -5; Tn7 DDE FP: -13; SIAE primary: 0; UHRF1 binding: -1; PG9 Ab binder: 0.2; mABHD4 FP: 1

Results for CCOC(=O)C(C)On1c(-c2ccccc2)nc2ccc([N+](=O)[O-])cc21 (centres undefined) ?
TCR CD3 inh: 5; PRMT1 inh: 0; HTRA1 inhibitor: -12; LEDGF integ inh: -2; TDP2 inh: 5; Tn7 DDE FP: 1; SIAE primary: 1; UHRF1 binding: -5; PG9 Ab binder: 1.0; mABHD4 FP: -9

What do the screens show for `c1ccc2c(c1)OCC(CNCC1COc3ccccc3O1)O2` (centres undefined)?
TCR CD3 inh: 0; PRMT1 inh: 2; HTRA1 inhibitor: 7; LEDGF integ inh: -3; TDP2 inh: 9; Tn7 DDE FP: 4; SIAE primary: 0; UHRF1 binding: 1; PG9 Ab binder: -0.2; mABHD4 FP: -3

What do the screens show for `CCOc1ccc2ccccc2c1/C=N/NC(=O)CNC(=O)c1ccccc1F`?
TCR CD3 inh: 1; PRMT1 inh: -3; HTRA1 inhibitor: -29; LEDGF integ inh: 1; TDP2 inh: -11; Tn7 DDE FP: 3; SIAE primary: 0; UHRF1 binding: -2; PG9 Ab binder: -1.6; mABHD4 FP: -19

How did O=C(C1CCCN(S(=O)(=O)c2ccc(Br)cc2)C1)N1CCN(Cc2ccccc2)CC1 (centres undefined) do in these assays?
TCR CD3 inh: -2; PRMT1 inh: 4; HTRA1 inhibitor: -5; LEDGF integ inh: -2; TDP2 inh: 1; Tn7 DDE FP: 3; SIAE primary: 0; UHRF1 binding: 0; PG9 Ab binder: 0.4; mABHD4 FP: 6

How did Cn1cnnc1SCC(=O)Nc1ccc(OCc2ccccc2)cc1 do in these assays?
TCR CD3 inh: 2; PRMT1 inh: 7; HTRA1 inhibitor: 2; LEDGF integ inh: -2; TDP2 inh: -1; Tn7 DDE FP: -3; SIAE primary: -1; UHRF1 binding: 7; PG9 Ab binder: -0.5; mABHD4 FP: 1

Results for Cc1ccc([C@H]2C(C(=O)O)=C[C@@H](C(C)(C)C)N2S(=O)(=O)c2ccc(C)cc2)cc1 ?
TCR CD3 inh: -10; PRMT1 inh: 4; HTRA1 inhibitor: -10; LEDGF integ inh: 2; TDP2 inh: -1; Tn7 DDE FP: -7; SIAE primary: 9; UHRF1 binding: 2; PG9 Ab binder: -0.8; mABHD4 FP: 3

How did C=CCn1c(=O)/c(=C/c2cc(OC)c(OC)c(OC)c2)s/c1=C(/C#N)c1nc2ccccc2n1C do in these assays?
TCR CD3 inh: 4; PRMT1 inh: 2; HTRA1 inhibitor: 1; LEDGF integ inh: 2; TDP2 inh: -6; Tn7 DDE FP: 2; SIAE primary: 5; UHRF1 binding: -1; PG9 Ab binder: 0.0; mABHD4 FP: 13

Results for Cc1nnsc1C(=O)Nc1cccc(Cl)c1Cl ?
TCR CD3 inh: 0; PRMT1 inh: -2; HTRA1 inhibitor: 0; LEDGF integ inh: 0; TDP2 inh: -6; Tn7 DDE FP: 4; SIAE primary: 1; UHRF1 binding: -2; PG9 Ab binder: -0.5; mABHD4 FP: 0

What do the screens show for `Cc1cc(C)c2c(c1)/C(=N\N=c1\sc3ccccc3n1C)C(=O)N2`?
TCR CD3 inh: 8; PRMT1 inh: -1; HTRA1 inhibitor: -2; LEDGF integ inh: 6; TDP2 inh: 4; Tn7 DDE FP: -5; SIAE primary: -2; UHRF1 binding: -1; PG9 Ab binder: -1.4; mABHD4 FP: 13

How did COc1cc2c(cc1OC)C(c1ccccc1)N(C(=O)c1cccc(S(C)(=O)=O)c1)CC2 (centres undefined) do in these assays?
TCR CD3 inh: 5; PRMT1 inh: -1; HTRA1 inhibitor: -2; LEDGF integ inh: 3; TDP2 inh: 2; Tn7 DDE FP: -3; SIAE primary: 1; UHRF1 binding: 3; PG9 Ab binder: -0.9; mABHD4 FP: -1

What do the screens show for `O=C(NCSc1ccnc(SCNC(=O)c2ccccc2)n1)c1ccccc1`?
TCR CD3 inh: 0; PRMT1 inh: 14; HTRA1 inhibitor: 11; LEDGF integ inh: 0; TDP2 inh: -2; Tn7 DDE FP: 4; SIAE primary: 10; UHRF1 binding: 0; PG9 Ab binder: -1.2; mABHD4 FP: 1

What do the screens show for `NC(=O)c1ccc(NC(=O)CS(=O)(=O)c2cn(CC(=O)N3CCCC3)c3ccccc23)cc1`?
TCR CD3 inh: 6; PRMT1 inh: 7; HTRA1 inhibitor: 0; LEDGF integ inh: 3; TDP2 inh: -9; Tn7 DDE FP: -2; SIAE primary: -4; UHRF1 binding: 2; PG9 Ab binder: -3.3; mABHD4 FP: -7

Results for Cc1nn2cc(-c3ccc(N)cc3)nc2s1 ?
TCR CD3 inh: -4; PRMT1 inh: 5; HTRA1 inhibitor: -3; LEDGF integ inh: -1; TDP2 inh: 2; Tn7 DDE FP: 4; SIAE primary: 4; UHRF1 binding: -3; PG9 Ab binder: -5.2; mABHD4 FP: 7

Entries above with an aryl thioether with sulfur outside any ring (2):
How did Cn1cnnc1SCC(=O)Nc1ccc(OCc2ccccc2)cc1 do in these assays?
TCR CD3 inh: 2; PRMT1 inh: 7; HTRA1 inhibitor: 2; LEDGF integ inh: -2; TDP2 inh: -1; Tn7 DDE FP: -3; SIAE primary: -1; UHRF1 binding: 7; PG9 Ab binder: -0.5; mABHD4 FP: 1

What do the screens show for `O=C(NCSc1ccnc(SCNC(=O)c2ccccc2)n1)c1ccccc1`?
TCR CD3 inh: 0; PRMT1 inh: 14; HTRA1 inhibitor: 11; LEDGF integ inh: 0; TDP2 inh: -2; Tn7 DDE FP: 4; SIAE primary: 10; UHRF1 binding: 0; PG9 Ab binder: -1.2; mABHD4 FP: 1

Further results.
What do the screens show for `CCCCCCn1nc(C(=O)N(CCCC)c2c(N)n(CCC)c(=O)[nH]c2=O)c2ccccc2c1=O`?
TCR CD3 inh: 1; PRMT1 inh: -2; HTRA1 inhibitor: -7; LEDGF integ inh: -6; TDP2 inh: -1; Tn7 DDE FP: 10; SIAE primary: -3; UHRF1 binding: 0; PG9 Ab binder: -0.6; mABHD4 FP: 7

Results for c1ccc(CCc2ccccn2)cc1 ?
TCR CD3 inh: -4; PRMT1 inh: 0; HTRA1 inhibitor: 4; LEDGF integ inh: -3; TDP2 inh: 2; Tn7 DDE FP: -4; SIAE primary: -7; UHRF1 binding: 2; PG9 Ab binder: -0.1; mABHD4 FP: 3

How did COc1ccc(N2C(=O)c3ccccc3NC23CCC(C)CC3)cc1 (centres undefined) do in these assays?
TCR CD3 inh: 5; PRMT1 inh: -1; HTRA1 inhibitor: 8; LEDGF integ inh: -2; TDP2 inh: 13; Tn7 DDE FP: 2; SIAE primary: 13; UHRF1 binding: -1; PG9 Ab binder: -1.7; mABHD4 FP: 6

How did CCOC(=O)C1=CCC(c2ccccc2Cl)N(S(=O)(=O)c2ccc(C)cc2)C1 (centres undefined) do in these assays?
TCR CD3 inh: -1; PRMT1 inh: -1; LEDGF integ inh: -1; TDP2 inh: -7; Tn7 DDE FP: 3; SIAE primary: -3; UHRF1 binding: -4; PG9 Ab binder: 1.0; mABHD4 FP: -4

How did Cc1cc(C(=O)OCCN2C(=O)c3ccccc3C2=O)c2ccccc2n1 do in these assays?
TCR CD3 inh: -8; PRMT1 inh: 3; HTRA1 inhibitor: -2; LEDGF integ inh: 0; TDP2 inh: 5; Tn7 DDE FP: -2; SIAE primary: -2; UHRF1 binding: 1; PG9 Ab binder: -0.1; mABHD4 FP: 3

What do the screens show for `O=C(CN1CCC(O)CC1)N1c2ccccc2C=Cc2ccccc21`?
TCR CD3 inh: -3; PRMT1 inh: -2; HTRA1 inhibitor: 2; LEDGF integ inh: 6; TDP2 inh: -7; Tn7 DDE FP: -4; SIAE primary: -1; UHRF1 binding: -2; PG9 Ab binder: -2.4; mABHD4 FP: 6

What do the screens show for `COc1cccc(NC(=O)CN(C)C(=O)c2c(C)nn(Cc3ccc(C)cc3)c2Cl)c1`?
TCR CD3 inh: -5; PRMT1 inh: 2; HTRA1 inhibitor: -6; LEDGF integ inh: -2; TDP2 inh: -15; Tn7 DDE FP: 1; SIAE primary: -1; UHRF1 binding: 2; PG9 Ab binder: 1.0; mABHD4 FP: -3

How did Cc1cc(C)c(CSc2ncc(-c3ccc([N+](=O)[O-])cc3)[nH]2)c(C)c1 do in these assays?
TCR CD3 inh: 0; PRMT1 inh: 3; HTRA1 inhibitor: -26; LEDGF integ inh: -1; TDP2 inh: -7; Tn7 DDE FP: 2; SIAE primary: -4; UHRF1 binding: 3; PG9 Ab binder: -0.8; mABHD4 FP: -30

Fetched by structure from above (2):
What do the screens show for `COc1cccc(NC(=O)CN(C)C(=O)c2c(C)nn(Cc3ccc(C)cc3)c2Cl)c1`?
TCR CD3 inh: -5; PRMT1 inh: 2; HTRA1 inhibitor: -6; LEDGF integ inh: -2; TDP2 inh: -15; Tn7 DDE FP: 1; SIAE primary: -1; UHRF1 binding: 2; PG9 Ab binder: 1.0; mABHD4 FP: -3

How did CCOC(=O)C1=CCC(c2ccccc2Cl)N(S(=O)(=O)c2ccc(C)cc2)C1 (centres undefined) do in these assays?
TCR CD3 inh: -1; PRMT1 inh: -1; LEDGF integ inh: -1; TDP2 inh: -7; Tn7 DDE FP: 3; SIAE primary: -3; UHRF1 binding: -4; PG9 Ab binder: 1.0; mABHD4 FP: -4

Rows are unselected (roughly 4.2% active in at least one column).
